RAD54 inh: inhibitors of human RAD54 branch migration, primary screen, biochemical, fluorescence, single point; DNA repair and recombination protein RAD54-like (Homo sapiens), Q92698; RAD54 Holliday junction branch migration, FAM/BHQ fluorescence; inhibition, % at 10.4 µM; 0.14% of 360,000 active; AID 602329, 2012;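 active = mean normalized replicate activity at least 40 and at least half of replicates scoring 40 or more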;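 note: 0% = median of neutral control wells and 100% = median of positive control wells; inhibitors cause a drop in the FAM fluorescence signal; in these data hits start at about 50%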
miR122 inh: miR-122 Renilla sensor signal increase in Huh7, primary screen, miR-122 inhibitor project, cell-based, single point, plate reader. Huh7 miR-122 Renilla luciferase sensor, 48 h; neutral wells = 0, positive control = 100. 0.3% of 340,000 active. activation (reporter increase), % at 12.5 µM;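 active = mean replicate activation score at least 90 and every replicate individually at or above 90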;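 note: higher luciferase means less miR-122 activity so hits act as miR-122 inhibitors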
Cneo AK release: Cryptococcus neoformans cell lysis inducers, primary screen, AK release luminescence, single concentration; C. neoformans lysis, adenylate kinase release luminescence, 4 h; normalised: neutral wells 0, clomiphene wells 100; lysis activity, % at 15 µM; 0.2% of 360,000 active; AID 651654, 2012;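 active = mean lysis activity across replicates of at least 80%, whatever share of replicates individually reach that level; inactive = mean lysis activity below 80%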
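Material – log-phase Cryptococcus neoformans yeast cells · Input – 5 × 10^6 yeast cells/mL · Medium – fresh YPD growth medium · Doses – single compound concentration per well · Timing – static 4 h at 37 °C with compound, 1 h detection · Detection – adenylate kinase release luminescence · Read-out – signal increase indicating cell lysis · Control set – Clomiphene as positive lysis control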
ERAP1 inh: human ERAP1 aminopeptidase inhibitors, primary screen, biochemical, single point, plate reader; Endoplasmic reticulum aminopeptidase 1 (Homo sapiens), Q9NZ08; recombinant ERAP1, Leu-AMC fluorescence, 60 min; inhibition, % at 10.7 µM; 0.15% of 340,000 active; AID 652197, 2013;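 active = mean replicate inhibition of at least 30%, or all replicates individually reaching that 30% level; inactive = mean below 30% and not every replicate reaching it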;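 note: 0% = neutral control wells and 100% = L-leucinethiol positive control wells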
Target sequence (Q9NZ08 whole entry, looked up): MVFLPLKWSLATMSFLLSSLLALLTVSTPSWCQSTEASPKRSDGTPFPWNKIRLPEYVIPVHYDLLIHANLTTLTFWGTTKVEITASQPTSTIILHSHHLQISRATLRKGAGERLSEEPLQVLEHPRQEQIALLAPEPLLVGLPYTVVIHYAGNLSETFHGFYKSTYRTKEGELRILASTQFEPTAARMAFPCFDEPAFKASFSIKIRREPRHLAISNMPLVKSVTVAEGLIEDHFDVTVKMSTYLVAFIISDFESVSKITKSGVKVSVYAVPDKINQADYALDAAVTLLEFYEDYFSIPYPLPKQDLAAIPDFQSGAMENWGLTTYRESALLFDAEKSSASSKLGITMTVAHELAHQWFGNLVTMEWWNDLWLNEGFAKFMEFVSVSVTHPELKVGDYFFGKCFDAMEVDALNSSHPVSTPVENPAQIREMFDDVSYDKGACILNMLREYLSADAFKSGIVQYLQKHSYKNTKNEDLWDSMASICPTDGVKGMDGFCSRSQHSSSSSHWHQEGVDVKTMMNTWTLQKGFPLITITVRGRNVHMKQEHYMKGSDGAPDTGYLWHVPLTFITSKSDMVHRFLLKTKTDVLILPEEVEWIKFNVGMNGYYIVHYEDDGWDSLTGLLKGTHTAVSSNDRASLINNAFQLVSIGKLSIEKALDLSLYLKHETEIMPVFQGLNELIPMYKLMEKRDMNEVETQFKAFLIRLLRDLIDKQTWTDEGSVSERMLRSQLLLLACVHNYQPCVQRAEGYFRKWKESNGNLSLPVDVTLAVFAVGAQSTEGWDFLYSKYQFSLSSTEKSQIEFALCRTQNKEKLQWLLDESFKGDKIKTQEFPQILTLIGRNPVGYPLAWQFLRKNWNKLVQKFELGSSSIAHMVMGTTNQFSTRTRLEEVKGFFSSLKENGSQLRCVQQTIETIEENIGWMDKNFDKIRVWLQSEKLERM
PGC1a acetyl inh: inhibitors of PGC1a acetylation signal, primary screen, cell-based, U2OS, AlphaScreen, inhibitor mode; inhibition, % at 15.6 µM; 0.17% of 350,000 active; AlphaScreen anti-acetyl-lysine; with virally co-expressed GCN5 acetyltransferase;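 active = every replicate shows inhibition of at least 40%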;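 note: 0% = neutral control wells and 100% = positive control wells; some results beyond the cut were filed as inactive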
E-sel inducer: E-selectin induction in HUVECs, primary screen, imaging, HUVEC, immunofluorescence imaging, single point | P16581 | 0.37% of 260,000 active | normalized: neutral wells 0, TNF-alpha wells 100 | activation, % at 7.58 µM | AID 686992, 2013;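 active = mean E-selectin-positive cell signal at least 10% of the positive control, reached in at least 60% of replicates, without over 20% cell loss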;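 note: in these data hits start at about 27%; measured in HUVEC primary endothelial cells; signal is the percent of cells scored E-selectin positive by PE staining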
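Test system: HUVEC; input: 3,000 HUVEC/well; measured by: immunofluorescence imaging; read-out: % PE-positive cells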
RAD52 inh: RAD52 DNA annealing inhibitors, primary screen, biochemical, FRET, single point, set 2; 0.46% of 360,000 active; inhibition, % at 18.7 µM; recombinant RAD52 DNA annealing, FRET fluorescence;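 active = every replicate showing at least 50% inhibition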
PglD DTNB: C. jejuni PglD acetyltransferase inhibitors, primary screen, biochemical, DTNB colorimetric, single point; inhibition, % at 12.5 µM; UDP-N-acetylbacillosamine N-acetyltransferase PglD (Campylobacter jejuni); purified PglD enzyme, DTNB colorimetric CoA detection; 0.098% of 360,000 active; in the data active = inhibition above about 16%, passing the limit was not always enough; note: strong numbers were not always called active
Numbers without * were called inactive; · = not tested or not shown; [ ] = remark or other dose.

SMILES	RAD54 inh	miR122 inh	Cneo AK release	ERAP1 inh	PGC1a acetyl inh	E-sel inducer	RAD52 inh	PglD DTNB
CCCN1[C@@H]2Cn3c(ccc(C4=CCCCC4)c3=O)[C@H]1[C@@H](C(=O)N1CCc3ccccc3C1)[C@@H]2CO	3	·	57	-3	·	-0.3	-4	1
CCOC(=O)c1cccc(NC(=O)C2CCCO2)c1 (configuration not stated)	-2	5	0	·	20	·	·	0
O=[N+]([O-])c1ccc(O)c(P(=O)(c2ccccc2)c2ccccc2)c1	-5	·	2	3	·	-0.1	-14	2
CCC(=O)N1CC(=O)N2[C@H](CO)[C@@H](c3ccc(-c4cccnc4)cc3)[C@H]2C1	·	·	·	1	-7	-0.2	11	·
COc1ccc(NS(=O)(=O)c2ccc(NC(=S)NC(=O)/C=C/c3ccccc3)cc2)nn1	8	-10	0	·	·	·	·	-1
CC(C)(CNC(=O)c1cccs1)N1CCOCC1	3	-4	1	-1	-2	·	5	0
CCc1ccc(/C=C\C(=O)N2CCCC2)cc1	5	-1	-1	-4	·	·	-10	-3
C[C@@H]1CN([C@H](C)CO)C(=O)c2cccc(NC(=O)c3ccncc3)c2O[C@H]1CN(C)Cc1ccc(C(F)(F)F)cc1	11	69[16.7 µM]	-5	0	0	0.0	4	0
CSc1ccccc1NC(=O)c1noc(C)c1[N+](=O)[O-]	5	0	0	1	-4	·	-1	3
CC(C)OC(=O)c1cn(-c2ccccc2)nc1-c1ccc2c(c1)OCCO2	-5	11	1	·	-4	·	·	4
COCC(=O)N(C)C[C@H]1Oc2ncc(-c3ccccc3C)cc2C(=O)N([C@H](C)CO)C[C@@H]1C	-1	1[16.7 µM]	-9	-1	·	-0.5	2	-1
Cc1cccc(S(=O)(=O)N2CCCCN3[C@H](CO)[C@@H](c4ccc(-c5ccccc5)cc4)[C@@H]3C2)c1	4	1[16.7 µM]	-1	4	0	·	22	2
CNC(=O)COc1ccc(Nc2nnc(-c3ccc(C)c(S(N)(=O)=O)c3)c3ccccc23)cc1	34	·	-1	0	·	0.4	-8	-1
COC(=O)c1nn(-c2c(C)n(C)n(-c3ccccc3)c2=O)cc1O	-4	-5	0	·	9	·	·	-5
C[C@H]1CN([C@@H](C)CO)S(=O)(=O)c2ccc(-c3ccccc3)cc2O[C@H]1CN(C)C(=O)CN(C)C	13	-4[16.7 µM]	-16	4	-4	0.1	27	8
Cc1ccc(C(=O)NC(=S)NCC(=O)c2ccccc2)cc1	-5	-13	6	·	8	·	·	-4
COc1ccc(CCN2CCCC(CN(C)Cc3cc(OC)c(OC)c(OC)c3)C2)cc1 (configuration not stated)	2	·	0	0	·	0.0	-9	-2
COc1ccc(N2CCN(C(=O)c3ccc(NS(=O)(=O)c4cccc(F)c4)cc3)CC2)cc1	14	12	-5	·	-8	·	·	·
Cc1ccc(C)c(NS(=O)(=O)c2cc3c4c(c2)CC(=O)N4CCC3)c1	5	-7	2	2	-7	·	-5	-6
CC1=CC(=O)N(c2cccc3c(N4C(=O)C=C(C)C4=O)cccc23)C1=O	5	-3	-2	1	-11	0.6	-5	3
O=C(CCCn1c(=O)[nH]c2ccsc2c1=O)N1CCN(Cc2ccc3c(c2)OCO3)CC1	-10	-3	-1	·	8	·	·	-3
COc1ccc(N(CC(=O)NC2CCCCC2)C(=O)c2ccc(C)s2)cc1OC	3	2	6	-5	0	·	-10	6
O=C(Nc1cc(=O)[nH]c2ncnn12)c1ccco1	1	3	1	-1	0	·	-17	1
Cc1ccc(-c2nnc(C)c(N3CCOCC3)n2)cc1	5	-5	0	·	0	·	·	14
Nc1nonc1OCCN1CCN(c2ccc([N+](=O)[O-])c3cccnc23)CC1	1	-6	0	·	-8	0.1	-11	-1
CCN(CC)c1ccc([C@H]2[C@@H]3CCCC[C@]3(O)CCN2CC(=O)NCc2ccco2)cc1	8	7	-2	0	·	-0.1	-9	1
CSCCCN1CCC(n2nccc2NC(=O)CCCc2ccccc2)CC1	-9	-5	1	1	·	·	-10	-1
CCCNC(=O)NC(=O)CSc1nc2cc(C(=O)OC)ccc2c(=O)n1-c1ccccc1	-4	-3	-1	·	-9	·	·	-4
COc1ccc(S(=O)(=O)Nc2ccc3c(c2)CC(=O)N([C@H](C)CO)C[C@@H](C)[C@H](CN(C)S(=O)(=O)c2cccs2)O3)cc1	4	20[16.7 µM]	-3	-6	13	-0.2	3	-2
O=C(c1ccco1)N1CCN(C2CN(Cc3ccc([N+](=O)[O-])cc3)S(=O)(=O)C2)CC1 (configuration not stated)	9	1	0	·	·	0.1	-9	4

Single records (already shown). Order of screens: RAD54 inh | miR122 inh | Cneo AK release | ERAP1 inh | PGC1a acetyl inh | E-sel inducer | RAD52 inh | PglD DTNB
COc1ccc(S(=O)(=O)Nc2ccc3c(c2)CC(=O)N([C@H](C)CO)C[C@@H](C)[C@H](CN(C)S(=O)(=O)c2cccs2)O3)cc1 is listed with 4 | 20[16.7 µM] | -3 | -6 | 13 | -0.2 | 3 | -2
O=C(CCCn1c(=O)[nH]c2ccsc2c1=O)N1CCN(Cc2ccc3c(c2)OCO3)CC1 is listed with -10 | -3 | -1 | · | 8 | · | · | -3
CCN(CC)c1ccc([C@H]2[C@@H]3CCCC[C@]3(O)CCN2CC(=O)NCc2ccco2)cc1 is listed with 8 | 7 | -2 | 0 | · | -0.1 | -9 | 1

(further entries)
SMILES	RAD54 inh	miR122 inh	Cneo AK release	ERAP1 inh	PGC1a acetyl inh	E-sel inducer	RAD52 inh	PglD DTNB
O=C(Nc1ccc(S(=O)(=O)Nc2nccs2)cc1)c1ccccc1OC(F)F	2	·	0	-3	·	0.4	-39	-4
O=C(CCCOc1ccc(Cl)cc1)N1CCOCC1	-10	0	13	·	-4	·	·	-5
COc1ccc(OCCNc2cc(Cl)ccc2[N+](=O)[O-])cc1	-1	-5	-3	2	-9	·	-271	13
Cc1ccc(NC(=O)C2CCCN2S(=O)(=O)c2cccc3cccnc23)cc1F (configuration not stated)	5	3	1	·	-2	·	-27	-4
O=C(NCC(c1cccs1)N1CCOCC1)C1CCN(S(=O)(=O)c2ccccc2C(F)(F)F)CC1 (configuration not stated)	5	·	0	-2	·	-0.3	-1	-5
CCS(=O)(=O)N1CC2(CN(C(=O)Nc3c(C)noc3C)[C@@H](CO)c3c2c2ccc(OC)cc2n3C)C1	·	·	·	4	-2	0.1	9	·
Cc1ccc(NCC(=O)N/N=C/c2ccncc2)cc1	3	-1	0	0	6	·	-6	1
COCCN(CCOC)S(=O)(=O)c1ccc(/C(O)=C(\C#N)c2nc3ccccc3[nH]2)cc1	2	11	-2	2	-7	-0.1	-21	1
O=C(Cc1ccncc1)NCC[C@@H]1CC[C@H](NC(=O)Nc2ccc(Cl)cc2)[C@@H](CO)O1	-11	·	9	3	2	0.1	-37	0
C[C@@H]1CCCCO[C@H](CN(C)C(=O)Nc2ccccc2)[C@@H](C)CN([C@@H](C)CO)C(=O)c2cc(NC(=O)c3ccccc3)ccc2O1	-2	4[16.7 µM]	-2	1	-4	·	-27	4
O=C(Cc1ccccc1)Nc1ccc(NC(=S)NC(=O)c2ccccc2)cc1	3	5	0	-4	-26	0.0	-4	-4
CN(CC(=O)OCC(=O)NC(=O)c1cccn1C)S(=O)(=O)c1ccc(Cl)cc1	6	-6	-1	·	-23	·	·	-2
Cc1ccc(NC(=O)CNC(=O)c2ccc(C)o2)cc1	5	-5	1	0	11	·	-6	1
CCNS(=O)(=O)c1ccc(NC(=O)Cc2ccc(F)cc2)cc1	5	·	-1	3	2	·	-8	-1
Cc1nnc(N(C)C(=O)c2cnccn2)s1	1	-2	-1	4	·	-1.4	6	4
COC(=O)C[C@H]1CC[C@H]2[C@@H](COC[C@@H](O)CN2S(=O)(=O)c2ccc(F)cc2)O1	0	4[16.7 µM]	1	·	-6	-0.1	-10	2
COc1ccc([N+](=O)[O-])cc1CSc1nnc(NC(C)=O)s1	·	·	·	2	8	2.4	-15	·
CCc1ccc(S(=O)(=O)NCCc2csc(-c3cccnc3)n2)s1	3	59	-2	0	·	-0.1	-17	5
CCN(CC)S(=O)(=O)c1ccc(C(=O)NCc2ccc3c(c2)cc(C)n3C)cc1	1	·	2	-6	·	·	-16	1
COc1cc(C(=O)NCC(=O)OCC(=O)c2ccc[nH]2)cc(OC)c1OC	-6	-5	0	·	5	·	·	-2
CCC(=O)N1CC[C@@H]2[C@H](CO)Nc3ccc(-c4ccccc4)cc3[C@@H]21	-8	-6[16.7 µM]	-1	·	0	0.2	·	-1
COc1ccc(S(=O)(=O)N2CCCCC2)cc1NC(=O)CN1C(=O)NC(C)(C2CC2)C1=O (configuration not stated)	-3	·	-8	1	·	·	-12	3
Cc1cc2c(cc1S(=O)(=O)CCC(=O)Nc1cccc(C(F)(F)F)c1)OCC(=O)N2	6	-5	4	-2	-13	·	-19	-2
COc1cc(-c2nnc(-c3cc(-c4ccccc4)nc4ccccc34)o2)cc(OC)c1OC	-8	-2	1	-1	2	0.6	-7	7
C[C@@H]1CN([C@H](C)CO)C(=O)c2cccc(NC(=O)c3ccc(-c4nccs4)cc3)c2O[C@H]1CN(C)Cc1ccc2c(c1)OCO2	-8	-7[16.7 µM]	-3	1	0	1.7	-8	8
O=C(CCN1CCCCC1)NCC[C@H]1CC[C@H](NC(=O)C2CC2)[C@H](CO)O1	1	·	0	0	2	-0.1	-9	5
Cc1n[nH]c(=O)c2c(NC(=O)CSc3nnc(-c4ccco4)n3C)oc(C)c12	10	2	1	-1	9	1.2	0	2
CC(=O)OCC(=O)[C@@]1(OC(C)=O)[C@@H](C)C[C@H]2[C@@H]3C[C@H](F)C4=CC(=O)C=C[C@]4(C)[C@@]3(F)[C@@H](O)C[C@@]21C	9	14	-1	-3	-21	1.0	0	0
CCSc1nnc(NC(=O)Cn2cnc3ccccc3c2=O)s1	1	5	-1	·	5	1.2	-14	-3
O=S(=O)(Nc1ccc(Cl)cn1)c1ccccc1	·	44	·	-3	0	0.5	-9	·
Cc1ccc(C(=O)NC(Cc2ccc(C(C)(C)C)cc2)C(=O)O)cc1 (configuration not stated)	-8	-2	2	0	10	-0.1	-16	-8
O=c1[nH]c(O)c(/C=C2\C=Nc3ccc(Br)cc32)[nH]1	5	-5	-2	5	18	-0.3	-1	2
Cc1occc1-c1n[nH]c(=S)n1C	·	·	·	17	5	0.0	-12	·
CCOC(=O)C1=CCN(S(=O)(=O)c2ccc(F)cc2)C1c1ccc(Br)cc1 (configuration not stated)	5	2	-1	-3	-3	-0.1	-3	8
O=C(OCC(=O)N1CCc2ccccc2C1)c1ccc(O)cc1	-2	2	-2	4	-2	·	-4	6
C[C@@H]1CCCCO[C@H](CN(C)C)[C@H](C)CN([C@@H](C)CO)C(=O)c2cc(NS(=O)(=O)c3cccs3)ccc2O1	5	-3[16.7 µM]	-8	-2	0	-0.3	-12	0
COc1ccc(CN(Cc2cccnc2)S(=O)(=O)c2ccc(-n3cnnn3)c(OC)c2)cc1	5	·	-8	-6	·	·	-7	7
CC#CCOC(=O)c1c(C)nc2sc3c(c2c1N)CCC(O)C3 (configuration not stated)	3	-5	-1	-2	10	2.1	7	3
C[C@@H]1CCCCO[C@H](CN(C)Cc2ccc(C(F)(F)F)cc2)[C@@H](C)CN([C@H](C)CO)C(=O)c2cc(NC(=O)Nc3ccccc3)ccc2O1	0	-2[16.7 µM]	-4	·	0	0.2	·	1
COC(=O)[C@@]1(C)[C@H]2C(=O)N(Cc3ccccc3)C(=O)[C@H]2[C@H]2CN(C)C(=NC3CCCCC3)N21	-7	·	-1	9	·	4.4	-9	-8

Screening results deposited in PubChem by Broad Institute.
